SSB-PriA inh: blocks PriA binding to SSB C-terminal tail; AlphaScreen SSBct-PriA binding, biotinylated peptide; inhibition, % at 33 µM; 430,000 compounds, 0.6% hits; AID 1272365; in the data active = inhibition mostly above about 37%, no sharp cut-off; inactive = mostly below about 20%;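 note: plate controls were negative control peptide for no effect and reference peptide for full effect; strong numbers were not always called active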
BoNT A protease: blocks Botulinum neurotoxin A light chain protease. multiplex microsphere protease substrate cleavage, flow cytometry. inhibition, % at 10 µM. 360,000 compounds, 0.17% hits. AID 588499; note: plate controls were buffer without enzyme for full effect and enzyme alone for no effect
Anthrax LF inh2: anthrax lethal factor protease inhibition; multiplex microsphere protease cleavage assay, LF; AID 588501; inhibition, % at 10 µM; P15917; 360,000 compounds, 0.12% hits; note: plate controls were buffer without enzyme for full effect and enzyme alone for no effect
SARS 3CLpro inh: SARS-CoV 3CLpro protease inhibition | P0C6X7 | recombinant SARS-CoV 3CLpro, quenched FRET peptide cleavage | inhibition, % at 6 µM | 290,000 compounds, 0.14% hits; in the data active = inhibition above about 12%
VHR inh abs: DUSP3 (human) phosphatase inhibition. P51452. recombinant VHR phosphatase, pNPP absorbance. inhibition, % at 13.3 µM. 290,000 compounds, 0.52% hits. AID 1654; in the data active = inhibition above about 50%; note: some compounds called inactive have numbers as strong as hits
Target sequence (P51452 whole entry, looked up): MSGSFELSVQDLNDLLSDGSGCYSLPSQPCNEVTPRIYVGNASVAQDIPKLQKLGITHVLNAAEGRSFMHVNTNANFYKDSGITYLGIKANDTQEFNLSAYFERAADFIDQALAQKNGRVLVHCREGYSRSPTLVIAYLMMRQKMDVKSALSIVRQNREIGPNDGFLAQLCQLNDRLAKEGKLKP
Rv3671c protease: inhibits the M. tuberculosis serine protease Rv3671c | P9WHR9 | AID 2606 | 320,000 compounds, 0.048% hits | inhibition, % at 5.96 µM; in the data active = inhibition above about 38%;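 note: extracellular domain of Rv3671c used as enzyme; 0% = enzyme with DMSO and 100% = no enzyme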
Target sequence (P9WHR9 whole entry, looked up, the tested form may be a part): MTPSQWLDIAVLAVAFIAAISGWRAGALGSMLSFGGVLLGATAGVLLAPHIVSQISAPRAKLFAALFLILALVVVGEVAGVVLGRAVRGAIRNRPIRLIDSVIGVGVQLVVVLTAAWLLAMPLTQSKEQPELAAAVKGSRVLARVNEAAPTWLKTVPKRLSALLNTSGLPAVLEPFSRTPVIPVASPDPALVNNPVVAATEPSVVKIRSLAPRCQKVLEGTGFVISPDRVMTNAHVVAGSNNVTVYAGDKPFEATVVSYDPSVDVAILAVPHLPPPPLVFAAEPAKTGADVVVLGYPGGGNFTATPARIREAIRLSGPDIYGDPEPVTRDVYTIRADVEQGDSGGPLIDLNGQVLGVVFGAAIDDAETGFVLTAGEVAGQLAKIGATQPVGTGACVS
BoNT-F LC inh: blocks Botulinum neurotoxin F light chain protease; inhibition, % at 10 µM; 360,000 compounds, 0.22% hits; Multiplex microsphere protease cleavage assay, flow cytometry; in the data active = inhibition above about 35%, passing the limit was not always enough; inconclusive = no clear call, values can overlap the other calls; note: plate controls were buffer without enzyme for full effect and enzyme alone for no effect
PrPC surface inh: inhibitors of human cell surface prion protein PrPC | P04156 | TR-FRET read-out | inhibition, % at 13.8 µM | 370,000 compounds, 0.43% hits | AID 720596; in the data active = inhibition above about 24%; note: 0% = median of the test wells and 100% = reference compound wells
MazF activator: activators of E. coli MazEF toxin-antitoxin RNase. P0AE70. FAM/BHQ RNA-DNA oligo cleavage fluorescence, 5 h. activation, % at 20 µM. 350,000 compounds, 0.32% hits; in the data active = activation above about 50%
Target sequence (P0AE70 whole entry, looked up): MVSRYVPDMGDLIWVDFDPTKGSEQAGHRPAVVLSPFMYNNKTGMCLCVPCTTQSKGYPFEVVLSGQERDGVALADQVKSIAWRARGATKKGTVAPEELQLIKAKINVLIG
CCHF vOTU inh: CCHFV vOTU protease inhibition. 370,000 compounds, 0.55% hits. inhibition, % at 11.5 µM. Pep-AMC fluorescence; in the data active = inhibition above about 30%; note: 0% = vehicle wells with enzyme and 100% = no enzyme wells
Active calls of the source: *; u = inconclusive; x = no result given; & = joins results of further samples. Cut-off read from the data, not from the text of the source, unless noted: active = inhibition above about 30%; inconclusive = no clear call, values can overlap the other calls; inactive = below that.

Values in the order – SARS 3CLpro inh	BoNT-F LC inh	CCHF vOTU inh	MazF activator	SSB-PriA inh	PrPC surface inh	Anthrax LF inh2	VHR inh abs	Rv3671c protease	BoNT A protease
Cc1cccc(C2=N/C(=C\c3cccnc3)C(=O)O2)c1
  3	18	-2	-1	-23	2	4	3	-1	1.9
CCOc1cc(CN2CCN(CCc3ccccc3)C(CCO)C2)ccc1OC (centres undefined)
  1	-3	12	4	3	-7	0	44	-1	0.9
CCOC(=O)c1ccc(COc2nc3ccccc3nc2-c2ccccc2NC(C)=O)o1
  -3	u	10	-4	-8	-1	4	10	-2	0.6
CCOc1ccc(S(=O)(=O)NCCC(=O)N2CC(C)CC(C)C2)cc1 (centres undefined)
  x	0	-6	7	0	-3	10	x	0	2.4
O=C(NCc1ccccn1)c1cccc(NS(=O)(=O)c2cccc(F)c2)c1
  3	4	-5	-2	-1&2&13	-1	-6	4	-5	-0.6
O=C1OC(Nc2ccc(F)c([N+](=O)[O-])c2)c2ccccc21 (centres undefined)
  -4	u	-10	-5	-12	5	-26	8	-1	-41
c1ccc(Cn2nnnc2-c2ccco2)cc1
  -1	0	5	2	-11	5	2	8	-11	0.3
CCC1CN2CCc3cc(OC)c(OC)cc3C2CC1CC1NCCc2c1[nH]c1ccc(O)cc21 (centres undefined)
  x	-39	9	23	24	87*	-6	x	x	-0.5
Cc1cccc(-c2noc(-c3ccc(F)cc3)n2)c1
  0	-4	3	0	-22	2	-6	-16	1	-0.3
COc1ccccc1N1CCN(S(=O)(=O)CCNC(=O)c2ccccc2Br)CC1
  -4	-4	6	-5	3	2	-2	-9	0	0.1
CC[C@]12c3[nH]c4cc(-c5ccco5)ccc4c3CCN1C(=O)[C@@H](CC(=O)NCCc1ccccn1)C[C@@H]2C(=O)N1CCN(C(=O)c2ccco2)CC1
  x	-6	-39	6	-2	-11	-3	x	x	-0.3
O=C(Nc1nnc(-c2ccco2)o1)c1ccc(Br)s1
  x	3	0	0	-5	5	-7	x	x	-0.2
Cc1cccc(C)c1NC(=S)N(C)CCc1ccccn1
  4	-4	-11	7	-13	2	-1	16	-4	0.5
Nc1c(-c2ccccc2)c(CSc2nc3ccccc3[nH]2)nn1-c1ccc(C(=O)O)cc1
  1	-6	-9	-5	-2	-5	-1	5	-4	-0.8
COc1ccc(OC)c2c(C)cc(N3CCCCCC3)nc12
  3	-32	6	-1	10	2	-13	23	x	3.7
COc1ccc(-c2cc(NC=O)c3ncc(-c4cccc(C(=O)NCCN(C)C)c4)n3c2)c(OC)c1
  x	-14	6	x	x	-14	-8	x	x	0.5
O=C(C1CCCN(S(=O)(=O)c2ccc(Br)s2)C1)N1CCCCCC1 (centres undefined)
  6	-7	12	0	-7	5	-3	-7	2	0.2
CCc1nc(SCC(=O)Nc2ccc([N+](=O)[O-])cc2)n[nH]1
  2	-8	10	2	-9	7	3	19	10	-3.2
O=C(c1ccc(-c2ccccc2Cl)o1)N1CCN(S(=O)(=O)c2cccs2)CC1
  x	4	-2	-11	6	-1	-6	x	-14	1.5
C=C(C)Cc1c(C)c(C#N)c2[nH]c3ccccc3n2c1=O
  2	-10	-81	6	-5	0	-4	-12	-7	-3.9
C/C(CC(=O)Nc1ccc2c(c1)OCCO2)=N\NC(=O)Cc1ccccc1
  1	13	1	10	x	5	3	-23	2	1.3
CC(Sc1nnc(-c2ccco2)n1C)C(=O)NC1CCCC1 (centres undefined)
  x	3	-5	5	-5	7	0	x	5	-1.1
CCOC(=O)CC(=O)CSc1nnc(Cn2c(=O)sc3ccccc32)n1C
  9	2	-5	3	1&-6	5	1	8	7	0.0
O=S(=O)(c1cc(F)ccc1F)N1CCC2(CC1)OCCN2S(=O)(=O)c1ccccc1
  x	7	22	-4	-4	8	0	x	2	-2.5
Nc1[nH]nc2nc3ccccc3cc12
  10	-6	1	7	14	-2	-3	6	6	-1.2
CN1CCN(C(=O)c2ccc3c(c2)NC(=O)C(N2CCOCC2)S3)CC1 (centres undefined)
  1	-4	-1	0	2	1	2	-4	-5	0.1
O=C(O)CNc1nc(-c2ccccc2)c2cc([N+](=O)[O-])ccc2n1
  1	0	10	-10	2	-38	0	30	-2	1.8
CCCOc1ccc(C2/C(=C(\O)c3c(C)[nH]c(C(=O)OC)c3C)C(=O)C(=O)N2CCN(C)C)cc1 (centres undefined)
  2	-1	14	1	x	5	-10	-2	7	-0.7
O=C1C2C3c4ccccc4C(c4ccccc43)C2C(=O)N1c1cccc2cccnc12 (centres undefined)
  4	-8	2	-1	-3	8	-8	14	-6	0.1
COC(=O)c1nn(-c2ccc(C)cc2)c2nnc(Cc3ccccc3)c(=O)n12
  -1	-2	-8	4	-11	-5	0	-2	-8	0.0
CC(C)CCOc1ccc(C2CC(=O)N(C)C2=O)cc1 (centres undefined)
  1	0	-6	0	2	-1	-2	15	3	0.1
Cc1ccc(C)c(N(C)C(=O)c2coc(=O)c3ccccc23)c1
  2	-10	7	-3	-4	-1	0	21	8	-1.5
Cc1noc(C)c1CSc1nnc(-c2ccccc2F)n1CCc1ccccc1
  3	-1	7	1	37	-5	-1	10	-4	-0.1
NC(CC(=O)O)c1ccc(Br)cc1 (centres undefined)
  3	-10	-12	9	-3	6	0	32	2	-1.2
Cc1ccccc1N1CC(C(=O)N2CCc3ccccc32)CC1=O (centres undefined)
  x	-6	-7	-2	14	-2	2	x	3	1.5
COc1ccccc1C(=O)Nc1ccnn1C1CCN(C(=O)c2ccoc2C)CC1
  -2	4	14	3	10	-6	-4	18	1	-2.5
Cc1cc(S(=O)(=O)NCC(C)C)ccc1OCC(=O)NCC1CCCO1 (centres undefined)
  6	1	9	3	7	3	-1	1	-4	0.3
O=C1CN(c2ccc(Cl)cc2)C2(CCCCC2)S1
  5	1	-5	7	-8	3	0	-3	-4	-0.1
COc1cc(OC)cc(C(=O)Nc2ccccc2C(=O)NC2CC2)c1
  x	2	12	6	4	2	0	x	-8	2.5
CC1CCN(c2oc(-c3ccc(F)cc3)nc2C#N)CC1
  2	-3	-19	-4	31	11	0	32	-6	3.0
Cc1cccc(N2CCN(C(=O)COc3cc4oc(=O)cc(C)c4cc3Cl)CC2)c1C
  -2	3	-1	-9	-8	-3	0	-12	0	0.4
OCC[C@H]1C[C@H](O)[C@@H](O)[C@]2(CCCCO2)O1
  x	-11	-7	4	2	1	6	x	-3	0.1
Cc1ccc(OCC(=O)Nc2nc(-c3ccccn3)cs2)c(C)c1
  x	x	6	8	4	-3	x	x	-31	x
CC(=O)c1c(C)nc(-c2ccc(OCC(=O)Nc3ccccc3)cc2)n1O
  3	-2	13	9	9	4	-2	8	1	0.0
CC(C)C[C@H](NC(=O)[C@@H]1CCCN1C(=O)[C@@H](N)Cc1ccc(O)cc1)C(=O)NCC(N)=O
  -3	4	-3	-2	-9	12	-14	5	5	-0.6
COc1cc([N+](=O)[O-])ccc1-c1ccc(/C=C2\C(=O)ON=C2c2ccccc2)o1
  x	6	-9	0	5	-10	-3	x	x	0.1
COC(=O)c1cn(C(=O)c2ccccc2Cl)c2ccccc12
  3	-7	-4	-3	-26	1	1	16	3	-0.2
COc1cc(C(=O)NNC(=O)/C=C/c2ccccc2)cc(OC)c1OC
  x	4	14	10	3	-9	-5	x	-1	1.1
CN1CCN(C(=O)Cc2ccccc2)CC1
  -1	u	1	0	-8	3	-7	39	-4	u
Cc1ccccc1CNC(=O)C(=O)NCC1CCCN1S(=O)(=O)c1cccs1 (centres undefined)
  x	12	4	-9	-1&-8	-4	2	x	x	2.9
COc1ccc(C(=O)NCC(=O)OCC(=O)c2c(C)[nH]c3ccccc23)cc1OC
  x	-1	16	1	7	0	-2	x	-6	-0.6
Cc1ccccc1CC(=O)Nc1ccc2c(c1)c(=O)n(C)n2-c1ccccc1F
  x	-4	-67	x	x	3	-3	x	x	0.0
CC(C)(C)c1ccc(C(=O)CCC(=O)OCC(=O)NCCc2ccc(S(N)(=O)=O)cc2)cc1
  x	-3	3	-2	18	4	0	x	-11	0.5
CNS(=O)(=O)c1cccc(C(=O)OCC(=O)N2CC(C)OC(C)C2)c1 (centres undefined)
  -9	-1	5	4	-25	-6	-2	-3	2	1.2
Cc1ccc(-n2nc(C(=O)NCc3ccc(C)o3)c3c4ccccc4n(C)c3c2=O)cc1
  -3	29	-12	-12	-2	5	5	-10	-7	2.5
O=C(N1CCN(c2ccccc2F)CC1)C12CC3CC(CC(C3)C1)C2
  -4	-7	-17	3	-15	0	6	-18	2	-0.5
CCC(C)NC(=O)CNC(=O)Cn1c(C)cc2ccccc2c1=O (centres undefined)
  2	0	23	2	-12	-4	7	0	-2	-0.7
COc1ccc(/C=C/C(=O)NC(=S)NNC(=O)Cc2cccs2)cc1OC
  4	-20	0	1	-1	15	-5	25	-6	-0.5
CN(C)S(=O)(=O)N1CCN(c2cc(Cl)ccc2Cl)CC1
  4	-2	3	-7	-32	1	-2	-23	8	0.3
CCC(N)C12CC3CC(CC(O)(C3)C1)C2 (centres undefined)
  0	-7	16	0	-12	0	-2	36	9	0.5

(listing goes on)
Values in the order – SARS 3CLpro inh	BoNT-F LC inh	CCHF vOTU inh	MazF activator	SSB-PriA inh	PrPC surface inh	Anthrax LF inh2	VHR inh abs	Rv3671c protease	BoNT A protease
CCO[C@@H]1OC(C(=O)O)=C[C@H](c2csc3ccccc23)[C@H]1CCCO
  -4	-7	-7	3	-5	-1	-4	14	-2	-0.7
O=C1C2CC=CCC2C(=O)N1c1ccc(NCCc2ccc(Cl)cc2)c([N+](=O)[O-])c1 (centres undefined)
  0	-4	4	-6	17	-1	-1	2	5	-0.5
Cc1cc(Br)c(Cl)cc1NC(=O)CN1C(=O)C2C3CC(c4ccccc4)C(C3)C2C1=O (centres undefined)
  5	-3	-8	0	2	4	-2	-5	-79	-0.5
O=C(Nc1ccccc1F)n1ncc2cc(Cl)ccc21
  3	-8	6	-1	-9	-4	2	20	7	-0.9
C#CCOCCOCCOCCNc1nc(N2CCN(C(=O)[C@H](CCC(=O)O)n3cc(C(N)Cc4ccc(O)cc4)nn3)CC2)nc(N2CCN(C(=O)[C@H](CCC(=O)O)n3cc(C(N)CC(C)C)nn3)CC2)n1 (some centres undefined)
  -2	x	x	-3	3	x	x	7	-2	x
Cc1ccc(-c2noc(=O)n2CC(=O)c2ccc(Cl)cc2)cc1
  5	-4	28	-2	-9	7	2	16	-3	-0.3
COc1cc(/C=c2\sc3n(c2=O)C(c2ccccc2)C(c2ccccc2)=NN=3)ccc1O (centres undefined)
  4	-16	-7	2	x	-4	-1	29	9	-0.1
Cc1ccc(NC(=O)NNC(=O)c2snnc2C)cc1
  2	-6	7	2	-4	-5	1	4	3	-1.3
CSc1ccccc1NC(=O)C1(C)CCN1C(=O)Cc1ccccc1Cl (centres undefined)
  x	3	0	x	x	-5	4	x	x	0.6
Fc1ccc(Nc2nnc(C(F)(F)F)s2)cc1Cl
  2	x	16	9	-5	5	x	32	-7	x
O=C(/C=C/c1ccc(OC(F)F)cc1)Nc1cccc(S(=O)(=O)NC2=NCCCCC2)c1
  0	-3	7	3	-12	12	1	1	-55	-1.7
O=C(O)CC1(CC(=O)Nc2ccc(C(F)(F)F)cc2)CCCC1
  6	40*	6	5	-4	-3	4	-20	2	2.0

3 entries from above, sorted by SMILES length, high to low:
Values in the order – SARS 3CLpro inh	BoNT-F LC inh	CCHF vOTU inh	MazF activator	SSB-PriA inh	PrPC surface inh	Anthrax LF inh2	VHR inh abs	Rv3671c protease	BoNT A protease
C#CCOCCOCCOCCNc1nc(N2CCN(C(=O)[C@H](CCC(=O)O)n3cc(C(N)Cc4ccc(O)cc4)nn3)CC2)nc(N2CCN(C(=O)[C@H](CCC(=O)O)n3cc(C(N)CC(C)C)nn3)CC2)n1 (some centres undefined)
  -2	x	x	-3	3	x	x	7	-2	x
COc1cc(/C=c2\sc3n(c2=O)C(c2ccccc2)C(c2ccccc2)=NN=3)ccc1O (centres undefined)
  4	-16	-7	2	x	-4	-1	29	9	-0.1
Cc1ccc(-c2noc(=O)n2CC(=O)c2ccc(Cl)cc2)cc1
  5	-4	28	-2	-9	7	2	16	-3	-0.3

Screening data (PubChem)

Some of the compounds tested; rates above refer to the full screens.
